High-throughput results from PubChem BioAssay.
HT1080 IDH1KD tx: toxicity to HT-1080 IDH1 knockdown cells (counter line). AID 686971. HT-1080 IDH1 knockdown viability, ATP luminescence, 48 h. Potency, µM (highest dose often 46.1 µM), inactives show at the top dose activity, negative = toxicity, actives largely listed as cytotoxic. 360,000 tested, 2% active;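 further: 0% = DMSO wells and -100% = cell-free medium wells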
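Cytotoxicity counter-line: IDH1KD HT-1080, 48 h, CellTiter-Glo. Curves classed by r2, magnitude and activity.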
SW480 rereplic: DNA re-replication induction in SW480 cells; SW480 DNA re-replication, Hoechst DNA content imaging, 48 h; Potency, µM (doses to about 46.1 µM), inactives show at the highest dose re-replication activation, actives largely listed as activators; 340,000 tested, 1.8% active; AID 624297; further: % of control where 0% means no effect; nearly all actives have a fitted effect of over 55% in size
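Compounds, transferred as 23 nL by pin tool, were incubated with cells for 48 hr; DNA content per nucleus was then quantified by Hoechst staining and fluorescence plate imaging.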
GLP-1R inv ag: inverse agonists of human GLP-1 receptor; HEK293 GLP-1R CRE-luciferase, luminescence, 24 h; GLP-1R form is constitutively active; Potency, µM (top dose mostly 38.3 µM), without a hit: top-dose activity change, negative = inhibition, actives largely listed as inhibitors; 410,000 tested, 1.6% active; AID 624417; further: on the % scale 0 is the no-effect control and ±100 the full control effect; nearly all actives have a fitted effect of over 55% in size
Target sequence (P43220 whole entry, looked up): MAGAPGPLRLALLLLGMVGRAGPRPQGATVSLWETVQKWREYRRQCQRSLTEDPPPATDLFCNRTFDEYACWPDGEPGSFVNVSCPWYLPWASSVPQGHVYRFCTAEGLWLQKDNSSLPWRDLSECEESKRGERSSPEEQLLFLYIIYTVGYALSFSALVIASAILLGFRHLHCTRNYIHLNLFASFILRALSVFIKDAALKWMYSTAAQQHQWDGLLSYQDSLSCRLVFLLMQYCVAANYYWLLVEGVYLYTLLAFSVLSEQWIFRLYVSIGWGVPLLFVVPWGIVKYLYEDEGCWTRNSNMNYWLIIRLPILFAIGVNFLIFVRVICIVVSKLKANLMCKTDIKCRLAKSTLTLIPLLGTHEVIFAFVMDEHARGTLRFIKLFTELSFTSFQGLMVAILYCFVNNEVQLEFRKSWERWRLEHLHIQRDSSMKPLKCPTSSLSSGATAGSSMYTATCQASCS
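Inverse agonists were sought by their lowering of basal cAMP reporter luciferase output in HEK293 cells stably carrying constitutively active human GLP-1R, after 24 h compound treatment.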
KB-3-1 cytotox: kills parental KB-3-1 adenocarcinoma cells; AID 1347075; KB-3-1 viability, CellTiter-Glo ATP luminescence, 72 h; Potency, µM (series often up to 46.1 µM), without a hit: at the highest dose activity change, negative = cytotoxic, usual class: cytotoxic; 400,000 tested, 1.4% active; further: on the % scale 0 is the no-effect control and ±100 the full control effect; nearly all actives have a fitted effect of over 60% in size
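Luminescent ATP read-out (CellTiter-Glo) measures survival of drug-naive KB-3-1 cells after 72 h compound exposure at 37 °C. Titration series was screened from lowest to highest concentration, with DMSO vehicle plates as background controls.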
GLP1R cytotox: cytotoxicity counter-screen for GLP-1 receptor inverse agonists; HEK293 cAMP-luciferase reporter cells, luminescence, 24 h; Potency, µM (doses to about 38.3 µM), for the others: at the highest dose activity change, negative = inhibition, most hits filed as inhibitors; 410,000 tested, 0.13% active;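 further: loss of luciferase light is scored as toxicity; on the % scale 0 is the no-effect control and ±100 the full control effect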
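A 23 nL compound transfer followed 12 hours of cell culture at 37 deg C; exposure then lasted 24 hr. Luciferase assay detection reagent was dispensed and plates read for luminescence after a 12 min room-temperature wait.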
KB-V1 MDR tox: KB-V1 MDR subline cytotoxicity. Potency, µM (top dose mostly 46.1 µM), without a hit: at the highest dose activity change, negative = cytotoxicity, hits mostly cytotoxic. 400,000 tested, 3.4% active. KB-V1 MDR cells viability, CellTiter-Glo, 72 h; further: on the % scale 0 is the no-effect control and ±100 the full control effect; nearly all actives have a fitted effect of over 60% in size
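KB-V1 cells (P-gp-expressing MDR subline of KB-3-1) in phenol-red-free DMEM with 10% FBS were exposed to library compounds over a concentration series for 72 h at 37 degrees C. Viability read by CellTiter-Glo luminescence; concentration-effect curves fitted after normalization.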
HT1080NT lethal: kills 2HG-producing HT-1080-NT fibrosarcoma cells | Potency, µM (series often up to 46.1 µM), inactives show at the highest dose activity, negative = less viability, actives largely listed as cytotoxic | AID 686970 | 360,000 tested, 1.6% active | HT-1080-NT fibrosarcoma viability, CellTiter-Glo ATP luminescence, 48 h;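 further: NT is the 2HG producing partner of a matched IDH1 knockdown line; 0% = DMSO-treated cells and -100% = media-only wells without cells; nearly all actives have a fitted effect of over 55% in size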
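HT-1080-NT; 750 cells/well; 5% FBS RPMI; 48 h compound, 37 degrees C; CellTiter-Glo luminescence; curve fitting and curve-class assignment.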
TDP43 rescue: rescues yeast growth from TDP-43 toxicity; TDP-43 expressing yeast growth rescue, BacTiter-Glo, 24 h; AID 652104; 410,000 tested, 1.8% active; Potency, µM (top dose mostly 46.1 µM), for the others: at the highest dose growth rescue (activation), hits mostly activators; further: % of control where 0% means no effect; nearly all actives have a fitted effect of over 50% in size
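Readout is BacTiter-Glo luminescence of cell growth, so inhibitors register as activators. TDP-43-expressing yeast at OD600=0.02 in galactose medium, after raffinose pregrowth to mid-log, were incubated with compound for 24 hr at 30 deg C.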
GLP1R ag: activates the human GLP-1 receptor; HEK293 GLP-1R CRE-luciferase, luminescence, 4-6 h; cells express a hypersensitive GLP-1R form; Potency, µM (doses to about 45.6 µM), for the others: at the top dose activation, actives largely listed as activators; 380,000 tested, 0.007% active; AID 624172; further: % of control where 0% means no effect
An asterisk follows results filed as active; u = inconclusive; x = no result given; & = joins results of further samples; [ ] = another dose, or the depositor's remark. The call rests on the fitted dose curve; in most records, active means well fitted curve in the direction sought with a large enough effect; inconclusive means small, poorly fitted or top-dose-only effect, or another doubt; inactive means no such curve, though single readings can be large; an effect the other way counts as inactive or inconclusive. Potency means the concentration at half of the fitted maximal effect. Rows are unselected; about 9.4% have a hit in one of these screens.

Below each compound: HT1080 IDH1KD tx | SW480 rereplic | GLP-1R inv ag | KB-3-1 cytotox | GLP1R cytotox | KB-V1 MDR tox | HT1080NT lethal | TDP43 rescue | GLP1R ag
CC1=C(C(=O)NC(C)c2ccccc2)C2(CCC(C)CC2)OC1=O (configuration not stated)
    1% | 3% | -17% | 13% | -18% | 18% | -1% | -7% | 9%
Cc1cc(C)c2c(N=CN(C)C)c(C(=O)N3CCN(c4ncccn4)CC3)sc2n1
    3% | -7% | 0% | 1% | 6% | -10% | -3% | 3% | 12%
O=C(O)/C=C/C(=O)NC1CCS(=O)(=O)C1 (configuration not stated)
    13% | -4% | 1% | 8% | 3% | 6% | 17% | -9% | -1%
COc1cc(NC(=O)c2ccccc2Cl)ccc1NC(=O)c1ccco1
    20% | -1% | 13% | 5% | -10% | -3% | 23% | u | 1%
CCn1c(SCC(=O)Nc2cccc(OC)c2)nc2c(c1=O)SCC2
    0% | -77% | 5% | 16% | -6% | -8% | -2% | 26% | -4%
CCOc1ccccc1NC(=O)CSc1nc2ccccc2nc1N1CCOCC1
    -1% | 0% | 10µM* | u | 6%&-3% | -16%&8% | 0% | u | 5%
COc1ccc(CCNC(=O)Cn2cc(C(=O)c3ccccc3)c(=O)c3ccc(C)nc32)cc1OC
    x | x | 2% | 0% | -4% | 4% | x | -5% | x
Cc1ccc(NC(=S)N2CCc3[nH]c4ccccc4c3C2)cc1
    -20% | -10% | u | 0% | -17% | -10% | 2% | -3% | 8%
O=C(NCC(=O)N1CCN(S(=O)(=O)c2ccccc2)CC1)c1ccc(Br)o1
    1% | -16% | 14% | -1% | -7% | 0% | -9% | -12% | -3%
Cn1c(=O)c2c(-c3ccccc3)n(-n3cnnc3)cc2n(C)c1=O
    -27% | u | -4% | -12% | -11% | -2% | -19% | 5% | -14%
O=C1C2C3C=CC(CC3)C2C(=O)N1c1cccc(C(F)(F)F)c1 (configuration not stated)
    -2% | 4%[9.22 µM] | 1% | -3% | 7% | -5% | 3% | -9% | 9%
COCCCNC(=O)c1c[nH]c2ccc(S(=O)(=O)N3CCC(C)CC3)cc2c1=O
    24% | 4% | 16% | 1% | 6% | -1% | 20% | -8% | 3%
CCOc1cc(/C=C/c2nc3ccccc3c(=O)[nH]2)ccc1O
    -9% | -6% | 50%[activator] | u | 7% | 6% | 0% | 5% | 12%
COCC(C)NS(=O)(=O)c1ccc(N2CCCCS2(=O)=O)cc1 (configuration not stated)
    x | x | 1% | -21% | 8% | 6% | x | 12%[9.22 µM] | x
NNC(=O)c1cc2c(s1)CCCCCC2
    u | -3% | -9% | 3% | -9% | 1% | u | 27% | -14%
COc1ccc2cc(C(=O)C3CCCN(C(=O)c4ccnn4C)C3)ccc2c1 (configuration not stated)
    -7% | u | u | 0% | 1% | 16µM* | 0% | 10% | -4%
CC(=O)Nc1ccc(S(=O)(=O)N2CCN(CCc3ccccc3)CC2)cc1
    -5% | 2% | 13% | -24% | 8% | -4% | -15% | u | -1%
CCC(C)N1C(=O)CCC1C(=O)N1CCN(c2ccc(F)cc2)CC1 (configuration not stated)
    15% | -5% | 0% | 3% | -1% | u | 9% | 16% | 1%
Cc1cccc(NC(=S)N2CCN(S(=O)(=O)c3ccccc3)CC2)c1
    -3% | -1% | -21% | -2% | 1% | -4% | -2% | -3% | 13%
COc1cc2c(CCNC(C)=O)c[nH]c2cc1Cl
    0% | -7% | 4% | 0% | -7% | 20% | -17% | u | 3%
COc1cccc(C(=O)COc2ccc(NC(=O)c3ccccc3)cc2)c1
    -6% | 14% | -35% | -9% | -12% | 0% | -6% | 13% | 7%
COc1cc(C=C2NC(=O)NC2=O)ccc1O
    -12% | x | 33%[activator] | 1% | 0% | 11% | 1% | 4% | 2%
O=C(C[n+]1ccccc1)c1ccc(-c2ccccc2)cc1
    u | 5% | u | 0% | 5% | -2% | -1% | u | 0%
CC(C)CNC(=S)NNC(=O)c1ccco1
    -1% | -10% | 14% | -7% | -4% | -4% | -2% | -14% | 0%
CCOC(=O)c1csc(CCNC(=O)c2ccccc2)n1
    16% | x | 22% | 10% | 3% | -17% | 12% | 24% | 1%
CC1(C)CC(=O)C2=C(C1)Oc1nc3ccccc3cc1C2C(C#N)C#N (configuration not stated)
    23µM* | u | u | 21µM* | u | u | 18µM* | 20% | -7%
O=C(N1CCOCC1)N1CCCC(c2nc(-c3cccs3)no2)C1 (configuration not stated)
    0% | -3% | 7% | 0% | 6% | 15µM* | 10% | -11% | 0%
Cc1sc2ncn(CC(=O)Nc3ccc(F)cc3F)c(=O)c2c1S(=O)(=O)N1CCC(C)CC1
    x | x | 5% | 15% | 14% | -9% | x | 15% | x
CCc1nnc(SCC(=O)Nc2nnc(C)s2)n1CC1CCCO1 (configuration not stated)
    -3% | -3% | 17% | -1% | -2% | 22% | -5% | -10% | 2%
O=C(/C=C/c1ccccc1)N1CCC(N2CCC(C(=O)N3CCOCC3)CC2)CC1
    4% | -81%[inhibitor] | 5% | -3% | 23% | 5% | 22% | -6% | 2%
c1cc(-c2cc3cc(N4CCOCC4)ccc3o2)cs1
    9% | -21% | 20% | 0% | 4% | -9% | 22% | 21% | -3%
CC(=O)N1CCN(C(=O)c2cc(-c3cccc4ccccc34)nc3ccccc23)CC1
    -7% | -3% | -25% | 23% | u | -26% | -4% | 11% | 3%
Cc1nc(-c2ccc(NC(=O)/C=C\C(=O)O)cc2)cs1
    0% | -80%[inhibitor] | 7% | -1% | 4% | 27% | -5% | 29% | 6%
COc1ccccc1OCC(=O)NCCSCc1ccccc1Cl
    -1% | -2% | -12% | -5% | 11% | -1% | -3% | 21% | 0%
COc1ccc(-c2c(-c3ccc(OC)c(C)c3O)n[nH]c2C)cc1
    18µM* | 3% | u | 9% | u | -8% | u | -3% | 0%
CCC(C)NC(=O)Nc1ccc(F)c(Cl)c1 (configuration not stated)
    -9% | -11% | -17% | -5% | -1% | -1% | 0% | 15% | 5%
Cc1cc(C)cc(NS(=O)(=O)c2c(C)nc3scc(C)n3c2=O)c1
    x | x | 10% | -8% | 7% | -14% | x | u | x
Cc1ccc(S(=O)(=O)N2CCN(C(=O)c3ccccn3)CC2)c(C)c1
    -1% | 28% | 4% | -19% | 1% | -22% | -2% | 9% | -1%
CC1(C)CC(=O)C2=C(C1)N(CCN1CCOCC1)C1=C(C(=O)CC(C)(C)C1)C2c1ccc(Cl)cc1
    12% | u | -20% | -7% | 348%[activator] | 20% | 11% | -2% | 1%
O=C1OC(c2ccccc2)(N(Nc2ccccc2)c2ccccc2)c2ccccc21 (configuration not stated)
    -25% | x | u | 0% | -5% | u | u | u | 2%
CCOC(=O)CN1C(=O)C2Cc3ccccc3CN2C1=S (configuration not stated)
    -3% | 5% | -34% | -4% | -1% | -5% | -3% | -6% | -4%
CCOc1cc(/C=N/NC(=O)OC)ccc1OCCSc1ccc(Cl)cc1
    -2% | 6% | -9% | 1% | 23% | u | -2% | 2% | 4%
CCC(=O)Nc1ccc(-c2nnc(SCC(=O)NCC3CCCO3)n2C)cc1 (configuration not stated)
    3% | -9% | 5% | u | -31% | u | 6% | 1% | 0%
Cc1ccc(C)c(OCC(=O)Nc2ccccc2N2CCCC2)c1
    -2% | 6% | u | -13% | 46%[activator] | -23% | 11% | 15% | 16%
CN(Cc1ccccc1)Cc1nc2c([nH]1)c(=O)[nH]c(=O)n2C
    -1% | -2% | 7% | -1% | 5% | -9% | -1% | -7% | 5%
CC1CN(CCCCSc2ccc(Cl)cc2)CC(C)O1 (configuration not stated)
    -4% | u | u | -14% | 9% | -12% | -8% | -7% | -5%
Cc1nc2cc(S(=O)(=O)N3CCC(C(=O)O)CC3)ccc2n1C1CCCC1
    2% | -2% | 2% | -3% | 3% | 14% | 5% | 7% | -8%
Cc1ccc(NC(=O)C2CCCC2)cc1S(=O)(=O)N1CCOCC1
    -1% | -9% | -5% | 4% | 7% | u | -4% | 13% | -3%
O=C(NCCNc1cc(Cl)ccc1[N+](=O)[O-])c1ccco1
    3% | 0% | 14% | u | 7% | -3% | -2% | 24% | 18%
CNC(=S)N/N=C(\C)c1ccc(Cl)s1
    14% | -5% | u | 3% | u | -1% | 14% | 14µM* | 1%
CCN1CCN(Cc2c(O)ccc3c2O/C(=C\c2ccccc2)C3=O)CC1
    0% | 8% | 36%[activator] | -4% | x | 4% | -8% | -30% | 13%
Cc1c(CN2CCCC(C(=O)Nc3cccc(-n4cccn4)c3)C2)cnn1C (configuration not stated)
    3% | u | -19% | 2% | 3% | 11% | -2% | 9% | 0%
c1cc2nnnn2nc1N1CCCCC1
    17% | 1% | 28% | 10% | -12% | 13% | 0% | -7% | -2%
COc1ccc(C(=O)/C=C/c2ccc(O)cc2)c(O)c1CC=C(C)C
    23µM* | 2% | u | -6% | u | -9% | u | -93%[inhibitor] | 0%
N/C(=N\OC(=O)COc1ccc([N+](=O)[O-])cc1)c1cccnc1
    3% | -4% | -10%[7.66 µM] | 3% | 1%[7.66 µM] | -11% | -3% | 22%[9.22 µM] | 0%
Cc1ccc(N(CC(O)CN2CCCC2)S(=O)(=O)c2ccccc2)cc1 (configuration not stated)
    3% | 6% | u | -12% | -23% | -26% | -11% | -5% | 4%
O=C(NC(=S)NCCCN1CCOCC1)c1ccc(Br)cc1
    10% | -2% | 8% | -3% | 4% | u | 5% | -8% | 6%
CCCn1nnnc1SCC(=O)N1CCCCC1
    23% | -17% | -4% | -13% | 4% | 7% | 23% | -9% | 5%

One compound at a time, from the list above. Order of values: HT1080 IDH1KD tx, SW480 rereplic, GLP-1R inv ag, KB-3-1 cytotox, GLP1R cytotox, KB-V1 MDR tox, HT1080NT lethal, TDP43 rescue, GLP1R ag
Entry for Cc1ccc(NC(=O)C2CCCC2)cc1S(=O)(=O)N1CCOCC1 → -1%, -9%, -5%, 4%, 7%, u, -4%, 13%, -3%
Entry for Cc1c(CN2CCCC(C(=O)Nc3cccc(-n4cccn4)c3)C2)cnn1C (configuration not stated) → 3%, u, -19%, 2%, 3%, 11%, -2%, 9%, 0%
